EBI2 antag = EBI2 (human) antagonism; EBI2 beta-arrestin recruitment, luminescence, 7a,25-OHC stimulated; inhibition, % at 5 µM; 0.81% of 360,000 active; in the data active = inhibition above about 38%;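 note: enzyme fragment complementation signal reports receptor beta-arrestin coupling in cells; 0% = agonist plus DMSO wells and 100% = wells without agonist; some results beyond the cut were filed as inactive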
Target sequence (P32249 whole entry, looked up, the tested form may be a part): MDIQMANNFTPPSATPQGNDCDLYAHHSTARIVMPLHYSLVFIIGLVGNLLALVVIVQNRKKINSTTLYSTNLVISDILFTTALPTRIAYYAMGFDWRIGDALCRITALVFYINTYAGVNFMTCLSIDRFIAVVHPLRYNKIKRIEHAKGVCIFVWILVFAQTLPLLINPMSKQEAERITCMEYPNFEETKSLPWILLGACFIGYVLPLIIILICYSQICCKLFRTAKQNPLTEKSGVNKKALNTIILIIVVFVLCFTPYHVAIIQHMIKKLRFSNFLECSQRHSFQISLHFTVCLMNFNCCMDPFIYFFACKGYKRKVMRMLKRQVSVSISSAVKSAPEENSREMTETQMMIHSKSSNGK
MPTP block = inhibitors of mitochondrial permeability transition pore; 1.4% of 360,000 active; inhibition, % at 10 µM; isolated mouse mitochondria, Ca2+ swelling absorbance, 30 min;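 active = inhibition of 50% or more, scaled per plate between neutral and stimulator controls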;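 note: 0% = DMSO wells given calcium and 100% = 1 mM EGTA wells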
CXCR6 block = inhibitors of human CXCR6 receptor. 0.36% of 360,000 active. inhibition, % at 20 µM. CHO-K1 PathHunter CXCR6 beta-arrestin, luminescence. AID 602244; in the data active = inhibition above about 34%, passing the limit was not always enough;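 note: antagonist mode with CXCL16 agonist at 10 nM final; 0% = 10 nM CXCL16 with DMSO and 100% = unstimulated wells without agonist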
Target sequence (O00574 whole entry, looked up): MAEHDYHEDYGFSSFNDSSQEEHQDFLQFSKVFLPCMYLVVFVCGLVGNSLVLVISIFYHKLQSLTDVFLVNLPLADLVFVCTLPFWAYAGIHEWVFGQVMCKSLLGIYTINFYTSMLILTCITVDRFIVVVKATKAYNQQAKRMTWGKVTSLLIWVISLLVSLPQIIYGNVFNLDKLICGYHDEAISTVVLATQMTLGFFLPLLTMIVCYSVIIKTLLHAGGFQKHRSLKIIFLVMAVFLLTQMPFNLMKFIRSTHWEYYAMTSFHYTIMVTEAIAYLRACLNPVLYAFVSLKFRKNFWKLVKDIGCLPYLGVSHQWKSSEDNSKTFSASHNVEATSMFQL
APOBEC3G inh = blocks human APOBEC3G single-stranded DNA deamination | Q9HC16 | recombinant A3G, ssDNA deamination FAM/TAMRA fluorescence | inhibition, % at 20 µM | 0.28% of 330,000 active | AID 493012;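 active = inhibition of at least 40% at 20 µM, with no more than 30% in the related APOBEC3A deaminase screen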;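 note: plate controls were DMSO wells with A3G for no effect and wells lacking A3G enzyme for full effect; some compounds called inactive have numbers as strong as hits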
APOBEC3A inh = blocks human APOBEC3A ssDNA deamination; recombinant A3A, FAM/TAMRA ssDNA deamination fluorescence; 0.41% of 330,000 active; AID 493011; P31941; inhibition, % at 20 µM;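 active = at least 40% inhibition at 20 µM here, with at most 30% in a related deaminase screen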;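 note: plate controls were A3A with DMSO for no effect and wells lacking A3A enzyme for full effect; some results filed as inactive read as strong as hits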
Target sequence (P31941 whole entry, looked up): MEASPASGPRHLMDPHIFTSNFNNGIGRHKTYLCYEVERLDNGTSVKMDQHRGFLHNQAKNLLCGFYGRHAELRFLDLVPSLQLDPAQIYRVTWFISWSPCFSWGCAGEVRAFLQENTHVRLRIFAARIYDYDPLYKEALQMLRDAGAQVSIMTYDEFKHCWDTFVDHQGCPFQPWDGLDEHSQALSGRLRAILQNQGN
CCR6 antagonist = blocks CCL20-driven beta-arrestin recruitment at human CCR6. P51684. CHO-K1 CCR6 PathHunter beta-arrestin, luminescence, CCL20-stimulated. inhibition, % at 20 µM. 0.49% of 340,000 active. AID 493098;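 active = compounds whose inhibition of the agonist-driven luminescence signal at 20 µM reaches about 50%, limit read from the data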;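 note: cells stimulated with CCL20 at 14 nM final; plate controls were DMSO with CCL20 for no effect and DMSO without agonist for full effect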
GRIN3A LBD mod = modulates the human NR3A ligand-binding domain; NR3A LBD differential scanning fluorimetry, Tm shift; 0% = protein alone, 100% = glycine-bound protein; Tm shift relative to glycine control, % at 25 µM; 2.5% of 340,000 active; AID 1259313;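 active = melting temperature shift of at least 10% of the positive control shift, at one fixed dose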
Gli-Sufu antag = Gli-Sufu pathway antagonism. Sufu-KO-LIGHT fibroblasts, Gli luciferase reporter luminescence. inhibition, % at 5 µM. 0.74% of 340,000 active. AID 588413;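 active = inhibition above about 55%, limit read from the data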;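 note: 0% = DMSO-treated cells and 100% = wells with medium but no cells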
* = called active by the depositor; / = no result given; & = joins results of further samples.

Screens in order: EBI2 antag	MPTP block	CXCR6 block	APOBEC3G inh	APOBEC3A inh	CCR6 antagonist	GRIN3A LBD mod	Gli-Sufu antag
- COc1ccccc1OC(=O)C1CC(=O)N(c2ccc(Cl)cc2)C1 (stereo not given)
    8	-2.0	-3	-3	-6	-17	0	-3
- CCOC(=O)c1nc(C)sc1-c1ccnn1S(=O)(=O)c1ccccc1C(F)(F)F
    12	2.1	-6	12	1	13	0	8
- CN(CC(=O)Nc1ccc(Cl)c(C(F)(F)F)c1)C(=O)C1(c2ccccc2)CC1
    -20	1.6	-10	5	6	19	2	44
- COc1cc(OC)cc(C(=O)NCCSc2c[nH]c3ccccc23)c1
    -2	2.8	6	-6	1	12	-7	-19
- CC(=O)c1cccc(NC(=S)NCCc2ccc(Cl)cc2)c1
    9	83*	-6	-6	-2	11	15*	-11
- Cc1cc2nc(/N=C(\N)NC(=O)N3c4ccccc4Sc4ccccc43)nc(C)c2cc1C
    -11&-3	1.8&3.6	-8&-17	/	/	-8&10	-13&-2	9&10
- COc1ccc(CNCCCSc2ncccn2)cc1OC
    2	0.0	-1	-7	-2	-1	-2	10
- CCOc1ccccc1NC(=O)CSCC(=O)Nc1ccccc1
    -1	-1.9	-2	-4	3	5	-1	5
- COc1cc(-c2n[nH]c(=S)n2-c2cc(C(F)(F)F)ccc2Cl)cc(OC)c1OC
    1	-0.3	0	-4	0	12	3	17
- O=C(Cn1ccc([N+](=O)[O-])n1)NCCc1c[nH]c2ccccc12
    0	1.0	-2	-13	-1	-3	-2	-26
- CNC(=O)CCN(Cc1ccco1)S(=O)(=O)c1ccc(OC)c(OC)c1
    2	-0.6	3	6	1	12	-2	3
- CCOc1ccccc1N(CC(=O)Nc1ccc(S(=O)(=O)N2CCOCC2)cc1)S(=O)(=O)c1ccccc1
    21	-4.0	-10	-1	0	3	-7	4
- COc1ccc(NS(=O)(=O)c2cc(NC(=O)C3CC3)ccc2N2CCCCC2)cc1
    4	0.0	13	-3	0	12	-6	34
- CCOC(=O)C(C)On1c(-c2ccc(Cl)cc2)nc2ccc([N+](=O)[O-])cc21 (stereo not given)
    6	89*	8	0	6	17	9	3
- Nc1cc(-c2ccc(Br)cc2)nc2cc(-c3ccccc3)nn12
    13	3.3	-5	3	0	-4	34*	-10
- COc1ccc(/C=N/NS(=O)(=O)c2ccccc2)cc1OC
    -3	-0.1	-2	-10	-4	-1	0	8
- Cc1ccc(S(=O)(=O)N2[C@@H](c3ccc(C(C)(C)C)cc3)C(C(=O)O)=CC[C@H]2c2ccc(Cl)cc2)cc1
    -1	1.1	-3	-4	-2	-14	0	0
- CC1(C)Cc2c(sc(NC(=O)c3ccco3)c2C#N)CO1
    -10	1.2	6	-3	1	9	0	-98
- COc1ccc(/C=C2\SC(=S)N(CCC(=O)NC3=NCCS3)C2=O)cc1OC
    8	2.2	14	5	3	20	2	7
- C=CCSc1nnc2c(n1)OC=Nc1ccc(Br)cc1-2
    -4	-11	-1	-6	-3	-9	-1	-17
- Cc1nc(CS(=O)(=O)c2ccccc2)cc(Sc2ccc(Cl)cc2Cl)n1
    75*	1.3	3	-9	1	11	0	-6
- CC1(C(=O)N/N=C/c2ccccc2)CC1(Br)Br (stereo not given)
    0	0.8	4	-3	-8	12	-3	-6
- O=C1c2cccc3cc([N+](=O)[O-])cc(c23)C(=O)N1c1nncs1
    -20	0.9	4	3	2	-8	2	0
- O=C(O)c1ccc(/C=N/NC(=O)c2cc(-c3ccc4c5c(cccc35)CC4)n[nH]2)cc1
    -10	8.2	5	-4	-2	12	-38	-13
- Cc1cccc(C(=O)O/N=C(\N)Cc2ccc([N+](=O)[O-])cc2)c1
    -16	-5.0	-19	-6	-1	1	1	-8
- Cc1ccc(C)n1-c1nccc(-c2cccs2)n1
    -3	1.2	-5	-2	2	11	0	5
- CN(CC(=O)Nc1ccccc1F)S(=O)(=O)c1ccc2c(c1)n(C)c(=O)c(=O)n2C
    -2	0.4	1	1	3	9	3	-1
- O=C1CCN(Cc2ccccc2)CCN1[C@H](CO)c1ccccc1
    1	0.1	5	-1	-4	-9	0	6
- COc1ccc(C(=O)NCCNc2ccc([N+](=O)[O-])cc2)cc1
    0	-2.6	-5	-5	-1	24	14*	2
- O=C(Cn1c2[n+](c3ccc(C(F)(F)F)cc31)CCCCC2)Nc1c(F)cccc1F
    -7	-1.7	-9	-7	1	7	0	2
- COCc1cc(C)nc(SCc2ccc([N+](=O)[O-])cc2)c1C#N
    -9	-0.2	-1	-3	-1	7	3	11
- C=CCN1C(=NC(=O)COc2ccc(Cl)cc2)SC2CS(=O)(=O)CC21 (stereo not given)
    3	-1.0	-4	0	2	-4	-2	-4
- Cc1cc(N2C(=O)C3CCC(c4ccccc4)CC3C2=O)no1 (stereo not given)
    -9	0.9	1	-4	19	15	0	-3
- CCOC(=O)C1(C)NC(c2ccc(OC)c(OC)c2)C2C(=O)N(CC)C(=O)C21 (stereo not given)
    -1	-0.8	5	1	1	-3	1	3
- COc1ccc(SN=C2C(C)=CC(=O)C=C2C)cc1
    0	0.7	10	-1	3	-10	2	-1
- CSc1nc2ccccc2cc1/C=C(\C#N)c1cccc(C)c1
    16	14	0	-3	-1	16	0	7
- CCCCOc1ccc(OC(=O)Nc2cc(Cl)ccc2OC)cc1
    8	0.4	-2	-6	-2	8	-411	47
- Cc1cccc(C(=O)Nc2ccc(CC(=O)O)cc2)c1
    -1	0.3	4	0	8	-8	-4	/
- Cc1cccc(NC(=O)C(=O)C2C(=O)Nc3ccccc32)c1 (stereo not given)
    3	-1.6	-3	-4	-8	23	-3	-30
- COc1ccc(CN2CCC(Cc3ccccc3)CC2)cc1OC
    7	0.2	3	0	0	10	-1	25
- COc1cc(F)ccc1S(=O)(=O)n1c(C)nc2ccccc21
    3	0.0	8	22	-3	-6	-3	-1
- COc1ccccc1OCCCC(=O)Nc1nccs1
    -3	0.0	1	-2	-2	1	-1	-61
- CCN(CC)CCn1c(NCc2ccc(OC)cc2)nc2ccccc21
    3	-0.2	-3	-4	-4	13	-3	56*
- O=C(C1CCN(C2CCN(Cc3ccsc3)CC2)CC1)N1CCOCC1
    -9	-0.9	9	-4	-1	7	1	6
- O=C(CSCc1ccc(F)cc1)Nc1nc2c(s1)CCCC2
    -6	-2.2	-3	-6	-3	18	-4	-10
- CCCOc1ccc(-c2nc(=S)[nH][nH]2)cc1
    -13	2.7	-1	-1	-4	-9	-3	-22
- CCOCCCNCc1ccc(OCc2ccccc2C)c(OC)c1
    -2	-2.8	-6	-8	-4	14	0	-14
- CCn1nnc(-c2ccccc2NC(=O)c2ccc(-n3cnnn3)cc2)n1
    14	0.4	11	21	-5	5	-26	4
- COc1ccc(NCC(=O)Nc2ccc(Cl)cc2C)c(OC)c1
    1	1.0	-14	-5	-3	-7	-23	10
- CC(=O)N1c2c(cc(Br)cc2S(=O)(=O)N2CCOCC2)CC1C (stereo not given)
    -11	-0.9	2	3	3	-1	2	3
- CCC(C(=O)n1cccc1C#N)c1ccccc1C (stereo not given)
    -37	0.3	11	-9	-3	10	0	-2
- CCC(C)(C)NC(=O)c1ccc2c(c1)N(CC(=O)NC1CCCC1)C(=O)C(C)(C)O2
    1	1.0	-13	-8	0	-10	-1	22
- CCCCn1c(SCC(=O)Nc2nnc(C)s2)nnc1-c1ccncc1
    3	-1.0	4	-11	0	7	-1	-1
- S=C(NCc1ccccc1)Nc1ccc(Oc2ccccc2)cc1
    -6	86*	1	-5	-11	6	12*	-4
- O=C(N/N=C/c1ccccc1)c1sccc1OCc1ccc(F)cc1
    -3	-0.4	5	-6	-1	-19	-9	2
- N/C(=N\NS(=O)(=O)c1cc(C(F)(F)F)cc(C(F)(F)F)c1)c1ccccn1
    4	2.9	3	-10	-6	-1	-1	0
- Nc1cc[n+](CC(=O)c2ccccc2)cc1
    -1	-0.2	-9	-5	-6	3	-3	9
- O=C(CN1CCN(C(=O)CCC(=O)N2CCC(c3ccccc3)=N2)CC1)Nc1ccc(F)cc1
    -11	-0.5	4	-6	0	-2	18*	-6
- COc1ccc(-c2nc(C3CCCCC3)c3cc(OC)ccc3n2)cc1
    16	12	-2	9	4	17	-6	-8
- CS(=O)(=O)N1CCC(C(=O)Nc2cc(Cl)ccc2Cl)CC1
    5	-0.1	-5	1	1	3	-2	-35

Look-ups from the list.
COc1ccc(NCC(=O)Nc2ccc(Cl)cc2C)c(OC)c1 | MPTP block = 1.0
CCC(C(=O)n1cccc1C#N)c1ccccc1C (stereo not given) | APOBEC3A inh = -3

Carrying on.
Screens in order: EBI2 antag	MPTP block	CXCR6 block	APOBEC3G inh	APOBEC3A inh	CCR6 antagonist	GRIN3A LBD mod	Gli-Sufu antag
- CN(Cc1ccccc1)C(=O)c1[nH]cnc1C(=O)N[C@@H](Cc1ccccc1)C(=O)OCc1ccccc1
    -9	1.0	-3	-8	0	-4	-12	3
- O=C(Nc1ccc(-c2nc3cc(NC(=O)c4cccs4)ccc3o2)cc1)c1cccs1
    0	0.0	3	-6	2	3	57*	-1
- COc1ccc(-c2cc(C(F)(F)F)n3ncc(C(=O)N4CCCCC4c4cccnc4)c3n2)cc1 (stereo not given)
    17	0.2	9	-5	-9	20	-1	52
- Cc1nnc(SCC(=O)Nc2ccc(S(=O)(=O)N3CCCCC3)cc2)s1
    -6	0.9	10	-7	-1	2	-2	18
- CC(=O)c1cnc2sccn2c1=O
    2	-0.3	11	-2	-1	-7	-5	-4
- CC(=O)c1cn(CCOc2ccccc2C)c2ccccc12
    1	96*	2	-7	2	10	1	65*
- CCn1c(CNC(=O)c2ccco2)nnc1SCC(=O)c1ccc(F)cc1
    -16	1.4	-2	-6	-2	15	2	26
- CCC(=O)OC1(C(=O)CCl)[C@@H](C)C[C@H]2[C@@H]3CCC4=CC(=O)C=C[C@]4(C)[C@@]3(F)[C@@H](O)C[C@@]21C (stereo not given in full)
    11	-3.3	-8	-6	-1	6	-3	10
- CCCCC(=O)Nc1c(O)c2ccccc2[nH]c1=O
    -6	0.9	-4	-7	-3	-9	-1	0
- COc1ccc(-c2coc3cc(OC(C)=O)c(OC)cc3c2=O)cc1
    2	2.2	3	-5	-3	-5	1	-72
- COCCn1c(SCC(=O)NNC(=O)c2ccc(OC)c(OC)c2)nc2ccccc2c1=O
    -1	2.5	-4	-1	0	-1	-1	-6
- CCN1CCN(c2ccc(S(=O)(=O)N3CCCCC3)cc2NC(=O)COc2ccc(F)cc2Cl)CC1
    12	-0.2	12	11	56*	7	-1	46
- O=C(COC(=O)c1cnccn1)c1ccccc1
    0	0.2	0	-4	-3	6	0	25
- O=C(CSc1nnc(CNC(=O)c2cccs2)o1)NC1CCCCC1
    -5	-0.2	1	3	0	8	6	-21
- O=C(/C=C/c1ccco1)OCc1nnc(-c2ccccc2)o1
    1	1.4	5	0	17	-3	-13	-7
- Cc1ccc2c(c1)N(CCC(=O)NCC1CCCO1)C(=O)CO2 (stereo not given)
    -7	-0.3	6	1	0	-2	-1	-1
- Cc1ccc(-c2cnn(-c3cccc(C(F)(F)F)c3)c2N)cc1
    14	13	1	-6	2	14	-15	-69
- COC(=O)c1cc(S(=O)(=O)N2CCOCC2)c(Cl)cc1N1CCOCC1
    10	2.0	-7	-7	0	-13	0	1
- COc1cccc(N2CC(C(=O)Nc3nnc(SCC(=O)N4CCOCC4)s3)CC2=O)c1 (stereo not given)
    1	-2.1	4	-5	0	0	0	-1
- COc1cccc(/C=N/Nc2ncc(C(F)(F)F)cc2Cl)c1O
    34	14	-13	/	/	18	24*	59*
- CC1CCCCC1NC(=O)CCNS(=O)(=O)c1ccc2c(c1)CCC(=O)N2 (stereo not given)
    -5	-0.8	5	-8	-7	-2	3	25
- COc1ccccc1N1CCN(Cc2ccc(OC)c3ccccc23)CC1
    8	1.3	1	-3	-1	15	0	11
